# Bioassay records as filed in PubChem.
# HT1080 cytotoxicity – HT1080 cell viability loss – fluorescence readout (AID 620) | HT1080 viability, fluorescence; higher % means a stronger effect | cytotoxicity, % at 10 µM, or EC50 in µM where a hit was titrated | actives 0.42% (n = 87,000);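 also: cells exposed to compound overnight then 4 h with Alamar Blue; 0% = vehicle DMSO and 100% = killing control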
# HPDE-C7 viability – cytotoxicity in HPDE-C7 cells, cell-based, fluorescence, HTS (AID 430). HPDE-C7 pancreatic duct cells viability, fluorescence; higher % means a stronger effect. cytotoxicity, % at 10 µM, or EC50 in µM where a hit was titrated. actives 1.8% (n = 63,000);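 also: cells exposed to compound for 48 hours before viability readout; 0% = vehicle and 100% = reference cytotoxic drug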
# LYP inhibition – inhibition of human PTPN22 tyrosine phosphatase – biochemical, DiFMUP fluorescence, recombinant catalytic domain, 10 µM, primary screen (AID 606); inhibition, % at 10 µM; hits with a dose series show IC50 in µM; 52,000 tested, under 10 active; recombinant LYP catalytic domain, DiFMUP fluorescence; higher % means a stronger effect;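 active = IC50 under 40 µM in the dose-response test; inactive = IC50 of 40 µM or more, or never dose-tested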
# TNAP inhibition – human TNAP enzyme inhibitors, biochemical, luminescent (AID 518). purified TNAP enzyme, luminescent substrate readout; higher % means a stronger effect. inhibition, % at 20 µM, or IC50 in µM where a hit was titrated. actives 0.09% (n = 64,000); in the data active = a potency from the dose series; inactive = the rest, 99 in 100 with inhibition below about 22%;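 also: plate controls were vehicle for no effect and reference inhibitor for full effect; many of its hits are not listed in these tables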
# DPM-DC inhibit – S. pneumoniae DPM-DC inhibition | purified DPM-DC, PK/LDH coupled NADH fluorescence | calls only at 10 µM | actives 0.49% (n = 65,000);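 active = the 320 compounds with the highest percent inhibition in the single-dose primary screen, excluding strongly autofluorescent ones, cut at about 32% in these data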;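 also: kinetic rate of NADH fluorescence loss reporting ADP formed by the decarboxylase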
# Spn PMK inh – inhibitors of Streptococcus pneumoniae phosphomevalonate kinase | inhibition, % at 10 µM | purified PMK, PK/LDH-coupled NADH absorbance 340 nm | AID 539 | actives 0.49% (n = 65,000);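 active = top-ranked compounds by inhibition in the single 10 µM screen, taking a fixed number of the strongest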;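 also: 0% = full reaction with DMSO carrier and 100% = background rate without enzyme reaction; no value below 0 was filed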
# Bfl-1 displacement – Bfl-1 inhibitors, primary screen, biochemical, fluorescence polarization, FITC-Bid, mouse (AID 432); actives 0.02% (n = 64,000); FITC-Bid BH3 peptide fluorescence polarization displacement; higher % means a stronger effect; displacement, % at 20 µM, or IC50 in µM where a hit was titrated; in the data active = a potency from the dose series; inactive = the rest, 99 in 100 with displacement below about 15%; also: strong numbers were not always called active
# Spn MK inh – S. pneumoniae mevalonate kinase inhibition | purified MK, PK/LDH-coupled NADH absorbance 340 nm | inhibition, % at 10 µM | actives 0.48% (n = 65,000) | AID 555;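 active = ranked among the strongest by inhibition in the single 10 µM screen, a fixed top-ranked set picked for dose follow-up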; also: no value below 0 was filed
# HPDE-C7K KRASV12 – viability loss of HPDE-C7K cells – cell-based, fluorescence, HTS, primary screen (AID 431); HPDE-C7K KRASV12 cells, Alamar Blue viability, 48 h; higher % means a stronger effect; actives 1.7% (n = 63,000); one-dose cytotoxicity, % at 10 µM; EC50 in µM for titrated hits;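 active = compounds whose percent cytotoxicity in the single-dose primary screen, scaled between solvent and toxic-drug controls, exceeds 50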;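 also: 0% = DMSO solvent wells and 100% = doxorubicin-treated wells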
# Spn PMK inh pilot replicates – also measured in Spn PMK inh; calls as there; inhibition, %; measured here: pilot screen replicates
# Spn MK inh pilot replicates – also measured in Spn MK inh; calls as there; inhibition, %; measured here: pilot screen replicates
# DPM-DC inhibit pilot screen % – also measured in DPM-DC inhibit; calls as there; inhibition, %; measured here: pilot screen trials
# The depositor's hits bear a star; i = inactive; . = no result given. Rule as the data show it, unless noted: active = cytotoxicity above about 50%; inactive = the rest.
SMILES,HT1080 cytotoxicity,HPDE-C7 viability,LYP inhibition,TNAP inhibition,DPM-DC inhibit,Spn PMK inh,Bfl-1 displacement,Spn MK inh,HPDE-C7K KRASV12,others
O=C(CSc1nnc(-c2cccc(S(=O)(=O)N3CCCCC3)c2)o1)c1ccc[nH]1,17%,-9%,-18%,9%,i,9,-1%,0,-19%,
Cc1c(NC(=O)C2(c3ccccc3)CCOCC2)c(=O)n(-c2ccccc2)n1C,3%,2%,-16%,13%,i,0,0%,2,0%,Spn PMK inh pilot replicates=0.0;Spn MK inh pilot replicates=0.0;DPM-DC inhibit pilot screen %=0.0
CCOc1ccccc1Nc1ncccc1C(=O)N1CCCC1,-2%,6%,.,14%,i,18,2%,6,2%,
CN1CCN(C(=O)c2ccc(CN3CCOCC3)cc2)CC1,7%,-12%,1%,0%,i,0,-7%,12,-19%,
COc1ccc(Cc2nnc(Nc3ccc(C)cc3C)[nH]c2=O)cc1,-7%,-2%,.,7%,i,20,-1%,16,-2%,
Cn1c(=O)c2c(SCc3cccc(C(F)(F)F)c3)nc(-c3ccco3)nc2n(C)c1=O,5%,-1%,-13%,2%,i,14,5%,6,-8%,
N=c1n(-c2ccccc2)c(O)cc(=O)n1-c1ccccc1,.,-2%,.,4%,i,9,-7%,14,-8%,
O=C1CC(c2ccccc2)n2nc(NC(=O)c3ccccn3)nc2N1 (configuration not stated),-32%,12%,-5%,5%,i,4,-2%,9,13%,Spn PMK inh pilot replicates=0.0;Spn MK inh pilot replicates=0.0;DPM-DC inhibit pilot screen %=0.0
Cc1cc(Cl)ccc1OCC(=O)NCCCN1CCOCC1,22%,4%,-1%,8%,i,10,2%,5,-9%,
Cc1cc2ccccc2n1CCNC(=O)c1cccs1,-5%,-29%,2%,7%,i,2,28%,3,-9%,
CCOC(=O)N1CCN(C(=O)CSCC(=O)Nc2nc(-c3cccs3)cs2)CC1,-15%,.,14%,.,i,18,.,7,.,
CC(=O)N=c1ncn(CC(COC(C)=O)OC(C)=O)c2nc[nH]c12 (configuration not stated),0%,2%,0%,13%,i,0,-7%,10,1%,
O=C(Nc1cccc(F)c1)NC1CCCCC1,-1%,-13%,8%,16%,i,1,-1%,15,-12%,
O=C(CSc1nnc(-c2ccccc2)o1)N1CCc2ccccc2C1,-9%,-2%,6%,19%,i,4,4%,7,1%,Spn PMK inh pilot replicates=1.5;Spn MK inh pilot replicates=0.0;DPM-DC inhibit pilot screen %=0.0
COc1ccc(NC(=O)c2ccc(N(C)S(C)(=O)=O)cc2)cc1OC,-2%,-3%,-28%,6%,i,5,-3%,1,1%,
CC(C)Cc1nc(C(N)=O)c2[nH]c(=O)n(-c3ccc(F)cc3)c2n1,0%,-18%,9%,-1%,.,8,-2%,0,-2%,
COCCSc1nc2c(c(=O)[nH]c(=O)n2C)n1Cc1cccc(C)c1,5%,-10%,.,5%,i,16,-3%,12,-3%,
Cc1[nH]nc2c1C(c1ccc(Cl)cc1)C(C#N)=C(N)O2 (configuration not stated),38%,-18%,.,16%,i,13,0%,16,-13%,
CCOC(=O)NC(CC(=O)O)c1ccc(OC)cc1 (configuration not stated),-7%,-5%,12%,4%,i,7,-4%,15,-16%,
CCOC(=O)C(C)n1ncn2cccc2c1=O (configuration not stated),.,-7%,.,7%,i,16,0%,9,-5%,
CCCOc1cccc(C(=O)N(Cc2ccco2)C2CCS(=O)(=O)C2)c1 (configuration not stated),0%,-14%,4%,10%,i,2,-4%,6,-2%,Spn PMK inh pilot replicates=2.0;Spn MK inh pilot replicates=0.5;DPM-DC inhibit pilot screen %=5.0
C=COCCNC(=O)Nc1ccc(Cl)c(Cl)c1,4%,-2%,-9%,-1%,i,15,0%,0,-13%,Spn PMK inh pilot replicates=0.0;Spn MK inh pilot replicates=0.0;DPM-DC inhibit pilot screen %=0.5
NC(=O)c1ccsc1NC(=O)C1CCCN1S(=O)(=O)c1ccc(Cl)cc1 (configuration not stated),6%,-12%,.,8%,i,0,-9%,10,-8%,
CCOC(=O)N1CCN(C(=O)CCN2C(=O)COc3ccc(C)cc32)CC1,4%,-7%,.,6%,i,7,-4%,3,-4%,
Cn1c(CN2CCCCC2)c(C#N)c2ccccc21,7%,-21%,4%,10%,i,14,-7%,11,-2%,

# Next part, starting with the last two of the part before.
SMILES,HT1080 cytotoxicity,HPDE-C7 viability,LYP inhibition,TNAP inhibition,DPM-DC inhibit,Spn PMK inh,Bfl-1 displacement,Spn MK inh,HPDE-C7K KRASV12,others
CCOC(=O)N1CCN(C(=O)CCN2C(=O)COc3ccc(C)cc32)CC1,4%,-7%,.,6%,i,7,-4%,3,-4%,
Cn1c(CN2CCCCC2)c(C#N)c2ccccc21,7%,-21%,4%,10%,i,14,-7%,11,-2%,
CS(=O)(=O)n1nc(C(=O)N2CCOCC2)nc1N,12%,.,3%,.,i,16,.,6,.,
COc1cccc(NC(=O)c2oc3ccccc3c2NC(=O)c2ccc3c(c2)OCO3)c1,-8%,5%,.,12%,i,3,-2%,0,16%,
CCOC(=O)C1=C(C(C)=O)C(c2cccnc2)C(C#N)=C(N)O1 (configuration not stated),-2%,-1%,6%,10%,i,0,-3%,5,5%,
CCOC(=O)c1c(NC(=O)CSc2nnc(C)s2)sc2c1CCN(C)C2,8%,5%,-2%,2%,i,4,0%,3,1%,
CCCCC(=O)Nc1nn(CC(C)C)c2nc3ccccc3cc12,2%,-25%,6%,-2%,.,.,-6%,.,-12%,
O=C(Nc1ccccc1)NC1(C(=O)N2CCN(c3ncccn3)CC2)CCCCC1,-7%,7%,13%,13%,i,22,-6%,0,1%,
O=C(COC(=O)c1cc2ccccc2o1)c1ccccc1,-2%,10%,.,10%,i,7,-8%,2,5%,
Cc1ccc(S(=O)(=O)N2CCN(C(=O)CCC(=O)N3CCc4ccccc43)CC2)cc1,4%,-19%,.,8%,i,0,-3%,10,0%,
Cc1cc(C(=O)CSc2nnc(-c3ccccc3)n2-c2ccccc2)c(C)n1-c1ncn[nH]1,-6%,10%,6%,15%,i,13,1%,3,29%,
CSCCC(NC(=O)CCN1C(=O)c2ccccc2C1=O)C(=O)O (configuration not stated),3%,-7%,.,13%,i,0,-3%,i,-16%,Spn PMK inh pilot replicates=2.5;Spn MK inh pilot replicates=0.0;DPM-DC inhibit pilot screen %=0.0
O=C(CN(Cc1ccccc1)C(=O)CCC(=O)Nc1ccccn1)NCc1ccco1,4%,-2%,.,2%,i,13,-2%,4,-16%,
Cc1cc(C)nc(-n2nc(C)cc2NC(=O)c2cc3ccccc3oc2=O)n1,3%,7%,4%,0%,i,15,7%,0,11%,
O=C(CSc1nnc2c(Cl)cc(C(F)(F)F)cn12)Nc1ccc2c(c1)OCO2,0%,-27%,4%,9%,i,0,-2%,10,4%,
CCCCn1c(SCC(=O)OCC)nc2c1c(=O)[nH]c(=O)n2C,3%,-10%,5%,18%,i,15,2%,13,2%,Spn PMK inh pilot replicates=1.5;Spn MK inh pilot replicates=2.5;DPM-DC inhibit pilot screen %=0.0
COc1ccc(NC(=O)NCc2cccnc2)cc1OC,1%,-19%,2%,2%,i,0,0%,8,-4%,
COc1ccccc1NC(=O)CSc1nnc(Cn2c(=O)sc3ccccc32)n1C,3%,-21%,.,-2%,i,0,5%,5,-12%,
Cn1nnnc1Sc1ncnc2scc(-c3ccccc3)c12,25%,3%,13%,4%,i,14,-1%,7,11%,
Cn1c(=O)c2c(nc(CN3CCc4ccccc4C3)n2CCc2ccccc2)n(C)c1=O,-6%,.,2%,.,i,14,.,13,.,
O=C(Nc1ccc(S(=O)(=O)NCc2cccnc2)cc1)c1ccco1,-3%,-10%,3%,5%,i,5,3%,1,-12%,
Cc1cc(C)nc(SCc2nnc(SCC(=O)OC3CCCCC3)o2)n1,-30%,-21%,13%,2%,i,14,1%,3,-8%,
CCc1ccc2[nH]c(=O)c(CN(Cc3nnnn3C3CCCC3)C3CCCCC3)cc2c1,-1%,-15%,5%,10%,i,0,-5%,7,-8%,
COc1ccc2c(c1)nc1n2CN(CC2CCCO2)CN1Cc1ccccc1 (configuration not stated),1%,37%,.,12%,i,16,-3%,9,36%,
O=C(NC1CC2CCCC(C1)N2C(=O)N1CCCCC1)C1CCCCC1 (configuration not stated),2%,-2%,.,10%,i,16,2%,0,-2%,
COCCSc1nnc(NC(=O)C2CCCO2)s1 (configuration not stated),-6%,-4%,6%,17%,i,4,-1%,22,-24%,
Cc1c(C#N)c2ccccc2n1CC(=O)NCc1cccnc1,5%,-12%,1%,5%,i,15,7%,10,3%,

# Other compounds.
SMILES,HT1080 cytotoxicity,HPDE-C7 viability,LYP inhibition,TNAP inhibition,DPM-DC inhibit,Spn PMK inh,Bfl-1 displacement,Spn MK inh,HPDE-C7K KRASV12,others
O=C1C=C(NCc2ccc(Cl)cc2)CC(c2ccco2)C1 (configuration not stated),7%,-16%,3%,1%,i,5,4%,6,-22%,
O=C(Oc1nsnc1N1CCOCC1)N1CCCCC1,-4%,.,1%,.,i,11,.,20,.,
COc1ccc(C(C(=O)NC2CCCCC2)N(CC2CCCO2)C(=O)CNC(=O)c2ccco2)cc1 (configuration not stated),-1%,-10%,3%,-7%,i,9,-9%,4,-7%,
CC1Cc2ccccc2N1C(=O)CSc1nnc2sc3ccccc3n12 (configuration not stated),9%,21%,.,10%,i,14,4%,11,29%,
COc1ccc(OC)c(NC(=O)CSc2ccccc2)c1,4%,-16%,8%,-2%,i,9,2%,2,-28%,
COc1ccc(C2C(C(N)=O)=C(C)Nc3nc(-c4ccccc4OC)nn32)cc1OC (configuration not stated),-4%,-11%,.,1%,i,4,-9%,0,-6%,
COC(=O)Nc1ccc(S(=O)(=O)N2CCCCCC2)cc1,-3%,-13%,.,11%,i,8,-2%,3,-1%,Spn PMK inh pilot replicates=6.5;Spn MK inh pilot replicates=0.0;DPM-DC inhibit pilot screen %=0.0
CCOc1ccccc1NC(=O)c1cc(Cl)ccc1NC(=O)c1ccco1,0%,24%,-6%,5%,i,0,0%,4,34%,
Cc1ccc(CCNC(=O)c2coc3nc4ccccc4nc23)cc1,-4%,28%,1%,-3%,i,12,-12%,1,20%,
CCOc1ccc(-n2cnnn2)cc1S(=O)(=O)NCc1ccccc1,0%,2%,2%,5%,i,7,-3%,7,4%,
O=C(NCc1cccnc1)c1cnc2sccn2c1=O,2%,-6%,4%,6%,.,0,-3%,2,4%,

# Three successive records already listed, for reference:
SMILES,HT1080 cytotoxicity,HPDE-C7 viability,LYP inhibition,TNAP inhibition,DPM-DC inhibit,Spn PMK inh,Bfl-1 displacement,Spn MK inh,HPDE-C7K KRASV12,others
O=C1C=C(NCc2ccc(Cl)cc2)CC(c2ccco2)C1 (configuration not stated),7%,-16%,3%,1%,i,5,4%,6,-22%,
O=C(Oc1nsnc1N1CCOCC1)N1CCCCC1,-4%,.,1%,.,i,11,.,20,.,
COc1ccc(C(C(=O)NC2CCCCC2)N(CC2CCCO2)C(=O)CNC(=O)c2ccco2)cc1 (configuration not stated),-1%,-10%,3%,-7%,i,9,-9%,4,-7%,
